Screening data as filed in PubChem BioAssay.
Bfl-1 inhibitors = Bfl-1 inhibitors, primary screen, biochemical, fluorescence polarization, FITC-Bid, mouse (AID 432) | 64,000 tested, 0.02% active | one-dose displacement, % at 20 µM; IC50 in µM for titrated hits | FITC-Bid BH3 peptide fluorescence polarization displacement; higher % means a stronger effect; in the data active means a potency from the dose series; inactive means the rest, 99 in 100 with displacement below about 15%; further: strong numbers were not always called active
HPDE-C7 viability = HPDE-C7 pancreatic duct cell viability loss – fluorescence, HTS (AID 430); HPDE-C7 pancreatic duct cells viability, fluorescence; higher % means a stronger effect; cytotoxicity, % at 10 µM, or EC50 in µM where a hit was titrated; 63,000 tested, 1.8% active;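 further: cells exposed to compound for 48 hours before viability readout; 0% = vehicle and 100% = reference cytotoxic drug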
MK inhibit = S. pneumoniae mevalonate kinase inhibition. 65,000 tested, 0.48% active. AID 555. purified MK, PK/LDH-coupled NADH absorbance 340 nm. inhibition, % at 10 µM;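 active means ranked among the strongest by inhibition in the single 10 µM screen, a fixed top-ranked set picked for dose follow-up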; further: no value below 0 was filed
HPDE-C7K KRASV12 = viability loss of HPDE-C7K cells – cell-based, fluorescence, HTS, primary screen (AID 431); HPDE-C7K KRASV12 cells, Alamar Blue viability, 48 h; higher % means a stronger effect; cytotoxicity, % at 10 µM, or EC50 in µM where a hit was titrated; 63,000 tested, 1.7% active;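 active means compounds whose percent cytotoxicity in the single-dose primary screen, scaled between solvent and toxic-drug controls, exceeds 50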;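 further: 0% = DMSO solvent wells and 100% = doxorubicin-treated wells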
LYP inhibition = LYP phosphatase inhibitors, primary screen, biochemical, DiFMUP fluorescence, recombinant catalytic domain, 10 µM (AID 606); recombinant LYP catalytic domain, DiFMUP fluorescence; higher % means a stronger effect; 52,000 tested, under 10 active; inhibition, % at 10 µM; hits with a dose series show IC50 in µM;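 active means IC50 under 40 µM in the dose-response test; inactive means IC50 of 40 µM or more, or never dose-tested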
HT1080 cytotoxicity = HT1080 cell viability loss – fluorescence readout (AID 620); HT1080 viability, fluorescence; higher % means a stronger effect; cytotoxicity, % at 10 µM, or EC50 in µM where a hit was titrated; 87,000 tested, 0.42% active;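 further: cells exposed to compound overnight then 4 h with Alamar Blue; 0% = vehicle DMSO and 100% = killing control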
TNAP inhibition = human TNAP enzyme inhibitors, biochemical, luminescent (AID 518). 64,000 tested, 0.09% active. purified TNAP enzyme, luminescent substrate readout; higher % means a stronger effect. one-dose inhibition, % at 20 µM; IC50 in µM for titrated hits; in the data active means a potency from the dose series; inactive means the rest, 99 in 100 with inhibition below about 22%;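 further: plate controls were vehicle for no effect and reference inhibitor for full effect; many of its hits are not listed in these tables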
Spn DPM-DC inh = S. pneumoniae DPM-DC inhibition; purified DPM-DC, PK/LDH coupled NADH fluorescence; calls only at 10 µM; AID 556; 65,000 tested, 0.49% active;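 active means the 320 compounds with the highest percent inhibition in the single-dose primary screen, excluding strongly autofluorescent ones, cut at about 32% in these data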;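 further: kinetic rate of NADH fluorescence loss reporting ADP formed by the decarboxylase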
PMK inhibit = blocks S. pneumoniae phosphomevalonate kinase; purified PMK, PK/LDH-coupled NADH absorbance 340 nm; inhibition, % at 10 µM; 65,000 tested, 0.49% active; AID 539;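 active means top-ranked compounds by inhibition in the single 10 µM screen, taking a fixed number of the strongest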;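 further: 0% = full reaction with DMSO carrier and 100% = background rate without enzyme reaction; no value below 0 was filed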
PMK inhibit pilot replicates = second read-out of PMK inhibit, no call of its own (marks repeat the call); inhibition, %; measured here: pilot screen replicates
MK inhibit pilot replicates = second read-out of MK inhibit, no call of its own (marks repeat the call); inhibition, %; measured here: pilot screen replicates
Spn DPM-DC inh pilot screen % = also measured in Spn DPM-DC inh; calls as there; inhibition, %; measured here: pilot screen trials
* marks the source's active call; other numbers are inactive results; i = inactive; · = not tested or not shown. Unless noted, no stated cut-off is given here; in the data, active means cytotoxicity above about 50%; inactive means the rest.

SMILES	Bfl-1 inhibitors	HPDE-C7 viability	MK inhibit	HPDE-C7K KRASV12	LYP inhibition	HT1080 cytotoxicity	TNAP inhibition	Spn DPM-DC inh	PMK inhibit	others
Cc1ccc(Cl)cc1N1CCN(C(=O)c2ccc(NS(=O)(=O)c3c(C)noc3C)cc2)CC1	5%	13µM*	5	17µM*	·	-8%	10%	i	15
Cc1ccc(S(=O)(=O)N2CCN(C3CCN(Cc4ccccc4)CC3)CC2)cc1	2%	24%	10	31%	1%	4%	14%	i	10
O=C(c1ccc(CNS(=O)(=O)c2ccccc2)cc1)N1CCN(c2ccccn2)CC1	-15%	-5%	3	-3%	4%	6%	8%	i	18
CCc1ccc2[nH]c(=O)c(CN(CCCN3CCOCC3)C(=O)Nc3cccc(Cl)c3)cc2c1	-2%	28%	8	24%	-10%	-9%	13%	i	15
Cc1ccc2cc(CN(C)C(=O)C3CCCO3)c(=O)[nH]c2c1 (stereo not drawn)	4%	-24%	12	6%	14%	0%	14%	i	2
Cc1cc(=O)n2nc(N3CCC(C(=O)NC4CCCc5ccccc54)CC3)sc2n1 (stereo not drawn)	-3%	-26%	0	-19%	5%	0%	5%	i	7
O=C(COc1ccc(S(=O)(=O)N2CCCC2)cc1Cl)NC1CC1	-5%	-16%	5	-6%	-2%	9%	15%	i	5	PMK inhibit pilot replicates=4.5;MK inhibit pilot replicates=2.5;Spn DPM-DC inh pilot screen %=0.0
CCOC(=O)N1CCN(C(=O)Cc2ccsc2)CC1	-3%	-16%	0	-1%	1%	10%	1%	i	17
CCc1ccc(-n2c(O)cnc2Nc2nc(C)cc(C)n2)cc1	1%	-5%	5	-3%	6%	-7%	-18%	i	3
Cc1ccc(CCNC(=O)C2CCN(S(=O)(=O)c3cccc4nsnc34)CC2)cc1	0%	-17%	6	-10%	-3%	1%	3%	i	21	PMK inhibit pilot replicates=3.5;MK inhibit pilot replicates=0.0;Spn DPM-DC inh pilot screen %=0.0
CN1C(=O)CSc2ccc(NC(=O)Nc3ccccn3)cc21	-3%	-18%	12	-13%	7%	-3%	14%	i	13
CS(=O)c1nc(-c2ccc(Br)cc2)cc(-c2ccccc2)c1C#N (stereo not drawn)	-3%	1.8µM*	12	2.2µM*	9%	10%	9%	i	8
COc1ccc(-c2nc3c(n2O)CCCC3=O)cc1OC	1%	·	6	·	5%	0%	6%	·	13
O=C(CN1CCN(S(=O)(=O)c2ccc(F)cc2)CC1)Nc1ccc(Cl)c(C(F)(F)F)c1	-6%	47%	5	36%	5%	1%	8%	i	9
O=C(CCn1cccc1)Nc1nccs1	-9%	-9%	5	-14%	14%	-12%	2%	i	5
COc1ccc(-n2cnnc2SCCC#N)cc1	-8%	16%	0	4%	11%	-2%	5%	i	15	PMK inhibit pilot replicates=0.0;MK inhibit pilot replicates=0.0;Spn DPM-DC inh pilot screen %=0.0
COC(=O)[C@H](CCSC)NC(=O)N1CCN(Cc2ccccc2)CC1	-3%	·	0	·	1%	2%	7%	i	3
CCOC(=O)CCC(=O)O[C@H]1[C@H](O[C@@H]2[C@@H](C)[C@H](O[C@H]3C[C@@](C)(OC)[C@@H](O)[C@H](C)O3)[C@@H](C)C(=O)O[C@H](CC)[C@@](C)(O)[C@H](O)[C@@H](C)C(=O)[C@H](C)C[C@@]2(C)O)O[C@H](C)C[C@@H]1N(C)C	-5%	1%	3	11%	31%	-4%	3%	i	14	PMK inhibit pilot replicates=6.5;MK inhibit pilot replicates=0.0;Spn DPM-DC inh pilot screen %=1.5
Cc1ccc(S(=O)(=O)N(c2cccc(C(F)(F)F)c2)C2C=CS(=O)(=O)C2)cc1 (stereo not drawn)	1%	-14%	0	-16%	-26%	-2%	14%	i	6
O=C(CCCCCN1C(=O)c2ccccc2C1=O)Nc1nccs1	-6%	-11%	0	-25%	-4%	3%	14%	i	18
O=C(Cn1nc(Cc2cccnc2)c2ccccc2c1=O)NCC1COc2ccccc2O1 (stereo not drawn)	-1%	-2%	6	-4%	-24%	1%	33%	i	7
CCSc1nnc(NC(=O)c2cc3c(s2)CCCC3)s1	-5%	7%	9	-2%	·	4%	19%	i	1
Cc1nn(Cc2ccccc2Cl)c2sc(C(=O)OC3CCCC3=O)cc12 (stereo not drawn)	0%	4%	11	11%	-1%	-2%	-1%	i	11
COC(=O)CN1C(=O)C(O)(CC(=O)c2ccc(C)cc2)c2ccccc21 (stereo not drawn)	1%	-29%	4	-41%	3%	-56%	11%	i	21
CSCCC(NC(=O)C1CC1)c1nc2ccccc2[nH]1 (stereo not drawn)	2%	6%	5	6%	7%	3%	6%	i	2

An excerpt of the results above, as a working copy:
SMILES	Bfl-1 inhibitors	HPDE-C7 viability	MK inhibit	HPDE-C7K KRASV12	LYP inhibition	HT1080 cytotoxicity	TNAP inhibition	Spn DPM-DC inh	PMK inhibit	others
Cc1ccc(Cl)cc1N1CCN(C(=O)c2ccc(NS(=O)(=O)c3c(C)noc3C)cc2)CC1	5%	13µM*	5	17µM*	·	-8%	10%	i	15
Cc1ccc(S(=O)(=O)N2CCN(C3CCN(Cc4ccccc4)CC3)CC2)cc1	2%	24%	10	31%	1%	4%	14%	i	10
O=C(c1ccc(CNS(=O)(=O)c2ccccc2)cc1)N1CCN(c2ccccn2)CC1	-15%	-5%	3	-3%	4%	6%	8%	i	18
CCc1ccc2[nH]c(=O)c(CN(CCCN3CCOCC3)C(=O)Nc3cccc(Cl)c3)cc2c1	-2%	28%	8	24%	-10%	-9%	13%	i	15
Cc1ccc2cc(CN(C)C(=O)C3CCCO3)c(=O)[nH]c2c1 (stereo not drawn)	4%	-24%	12	6%	14%	0%	14%	i	2
Cc1cc(=O)n2nc(N3CCC(C(=O)NC4CCCc5ccccc54)CC3)sc2n1 (stereo not drawn)	-3%	-26%	0	-19%	5%	0%	5%	i	7
O=C(COc1ccc(S(=O)(=O)N2CCCC2)cc1Cl)NC1CC1	-5%	-16%	5	-6%	-2%	9%	15%	i	5	PMK inhibit pilot replicates=4.5;MK inhibit pilot replicates=2.5;Spn DPM-DC inh pilot screen %=0.0
CCOC(=O)N1CCN(C(=O)Cc2ccsc2)CC1	-3%	-16%	0	-1%	1%	10%	1%	i	17
CCc1ccc(-n2c(O)cnc2Nc2nc(C)cc(C)n2)cc1	1%	-5%	5	-3%	6%	-7%	-18%	i	3
Cc1ccc(CCNC(=O)C2CCN(S(=O)(=O)c3cccc4nsnc34)CC2)cc1	0%	-17%	6	-10%	-3%	1%	3%	i	21	PMK inhibit pilot replicates=3.5;MK inhibit pilot replicates=0.0;Spn DPM-DC inh pilot screen %=0.0
CN1C(=O)CSc2ccc(NC(=O)Nc3ccccn3)cc21	-3%	-18%	12	-13%	7%	-3%	14%	i	13
CS(=O)c1nc(-c2ccc(Br)cc2)cc(-c2ccccc2)c1C#N (stereo not drawn)	-3%	1.8µM*	12	2.2µM*	9%	10%	9%	i	8
COc1ccc(-c2nc3c(n2O)CCCC3=O)cc1OC	1%	·	6	·	5%	0%	6%	·	13
O=C(CN1CCN(S(=O)(=O)c2ccc(F)cc2)CC1)Nc1ccc(Cl)c(C(F)(F)F)c1	-6%	47%	5	36%	5%	1%	8%	i	9
O=C(CCn1cccc1)Nc1nccs1	-9%	-9%	5	-14%	14%	-12%	2%	i	5

The listing picks up, repeating the 2 entries before the break.
SMILES	Bfl-1 inhibitors	HPDE-C7 viability	MK inhibit	HPDE-C7K KRASV12	LYP inhibition	HT1080 cytotoxicity	TNAP inhibition	Spn DPM-DC inh	PMK inhibit	others
COC(=O)CN1C(=O)C(O)(CC(=O)c2ccc(C)cc2)c2ccccc21 (stereo not drawn)	1%	-29%	4	-41%	3%	-56%	11%	i	21
CSCCC(NC(=O)C1CC1)c1nc2ccccc2[nH]1 (stereo not drawn)	2%	6%	5	6%	7%	3%	6%	i	2
C=CCOc1cccc(C2C(C(=O)c3ccc(C)o3)=C(O)C(=O)N2Cc2ccncc2)c1 (stereo not drawn)	1%	-9%	0	-8%	10%	4%	21%	i	14
CCn1cc(C(=O)O)c(=O)c2cc3c(cc21)OCO3	·	·	1	·	2%	-4%	·	i	0
O=C(NCc1ccco1)C1CCCN1C(=O)NCc1ccccc1 (stereo not drawn)	-14%	-7%	0	-12%	10%	-5%	8%	i	16
COc1ccccc1C1CC(c2ccccc2)Nc2ncnn21 (stereo not drawn)	2%	2%	7	10%	7%	17%	6%	i	11
Cn1c(C(=O)N2CCCC(C(=O)NCc3cccs3)C2)cc2sccc21 (stereo not drawn)	-3%	0%	8	2%	-3%	2%	5%	i	9
CC1(O)c2ccccc2C(=O)N1CCc1ccccc1F (stereo not drawn)	7%	-13%	2	2%	0%	-3%	4%	i	5
O=C(c1n[nH]c(=O)c2ccccc12)N1CCOCC1	3%	0%	17	0%	10%	4%	13%	i	22
CCCOC(=O)c1cc2ccccc2oc1=O	2%	-11%	0	3%	3%	-10%	3%	i	13
Cc1ccc(S(=O)(=O)N(CC(=O)NCc2ccco2)Cc2ccc(F)cc2)cc1	-5%	-1%	7	-6%	5%	10%	3%	i	0
Cc1ccccc1-n1nnc2c(=O)oc3ccccc3c21	4%	4%	6	8%	0%	0%	6%	i	10	PMK inhibit pilot replicates=4.0;MK inhibit pilot replicates=1.0;Spn DPM-DC inh pilot screen %=3.0
O=C(NCCN1C(=O)C2C3C=CC(C3)C2C1=O)Nc1cccnc1 (stereo not drawn)	0%	-4%	2	7%	12%	5%	8%	i	6
c1ccc2c(-c3ccncc3)c[nH]c2c1	-4%	-8%	9	-6%	10%	-4%	19%	i	6
COc1ccccc1N(CC(=O)Nc1cc(C)on1)S(=O)(=O)c1cccs1	·	·	3	·	5%	5%	·	i	7
C/C(N)=C(/C#N)C(=O)CSc1nnc(Nc2cccc(C)c2)s1	33%	-6%	1	25%	9%	27%	21%	i	18	PMK inhibit pilot replicates=3.0;MK inhibit pilot replicates=0.0;Spn DPM-DC inh pilot screen %=2.0
COc1ccc(C(C)=O)cc1COC(=O)c1c(C)noc1C	-7%	7%	10	18%	4%	14%	-8%	i	16
CS(=O)(=O)c1ccc(C(=O)NC2CCOC2=O)cc1 (stereo not drawn)	-15%	4%	5	-1%	·	10%	-6%	i	0
CC(C)N1C(=O)CN(C2CCCCCC2)C(=O)C1c1ccccc1F (stereo not drawn)	3%	-17%	0	-11%	7%	10%	7%	i	14
CC(NC(=O)Nc1ccccc1C(F)(F)F)C1CCCO1 (stereo not drawn)	10%	-10%	0	-38%	-3%	0%	-5%	i	9
COc1cc(C(=O)NCc2nnc(SCC(=O)N3CCCCC3)o2)cc(OC)c1OC	-2%	1%	1	7%	2%	·	6%	i	14
CCOc1ccc2[nH]c(=O)c(CN(Cc3ccc(C)cc3)C(=O)N3CCCC3)cc2c1	-1%	-10%	0	-5%	6%	-5%	12%	i	11
CCOC(=O)C1=C(N2CCCCC2)c2cc3c(n2C1=O)CCCC3	-3%	10%	4	3%	-4%	-10%	19%	i	19
